ALOX15B inhib – inhibitors of human 15-lipoxygenase 2 (ALOX15B); O15296; purified 15hLO-2, xylenol orange hydroperoxide absorbance; Potency, µM (series often up to 57.1 µM), for the others: at the top dose activity change, negative = inhibition, hits mostly inhibitors; hit rate 0.56% among 110,000; AID 881; further: potency means the concentration at half of the fitted maximal effect; nearly all actives have a fitted effect of over 60% in size; many of its hits are not listed in these tables
Target sequence (O15296 whole entry, looked up): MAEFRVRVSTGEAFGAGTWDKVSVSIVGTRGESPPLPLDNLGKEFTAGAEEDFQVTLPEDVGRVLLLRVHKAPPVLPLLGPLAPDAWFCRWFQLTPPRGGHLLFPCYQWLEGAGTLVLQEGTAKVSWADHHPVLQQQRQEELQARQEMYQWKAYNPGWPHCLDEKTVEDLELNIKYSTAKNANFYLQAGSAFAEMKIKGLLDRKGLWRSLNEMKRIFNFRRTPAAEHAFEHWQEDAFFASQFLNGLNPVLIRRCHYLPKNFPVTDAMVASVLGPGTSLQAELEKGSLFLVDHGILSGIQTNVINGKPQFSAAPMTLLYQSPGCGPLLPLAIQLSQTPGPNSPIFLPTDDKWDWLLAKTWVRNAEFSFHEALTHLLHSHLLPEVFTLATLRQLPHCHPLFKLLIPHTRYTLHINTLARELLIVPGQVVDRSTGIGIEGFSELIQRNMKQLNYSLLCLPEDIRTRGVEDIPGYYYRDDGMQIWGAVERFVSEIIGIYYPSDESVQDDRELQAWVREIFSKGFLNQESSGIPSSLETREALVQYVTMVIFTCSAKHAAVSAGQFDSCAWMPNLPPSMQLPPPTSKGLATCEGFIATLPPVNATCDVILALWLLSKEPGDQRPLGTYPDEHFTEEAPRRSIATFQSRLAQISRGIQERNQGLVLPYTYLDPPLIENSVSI
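Purified human 15hLO-2 (50 nM) preincubated 15 min with compound, then 45 uM arachidonic acid for 90 min at RT in 25 mM Hepes pH 7.5, 0.01% Triton X-100. Hydroperoxide detected by Fe-xylenol orange; 573/405 nm absorbance ratio.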
IMPase cell inh – cell-permeable inhibitors of inositol monophosphatase (IMPase); P97697; CHO-M1 cells, IP1 accumulation, HTRF TR-FRET ratio; inhibition (IP1 accumulation), % at 46.1 µM; 120,000 tested, under 10 active; AID 901; active means well fitted curve in the direction sought with a large enough effect in the signal ratio, not every such curve was filed as active; inconclusive means small, poorly fitted or top-dose-only effect, or a change in a side signal; inactive means no such curve, though single readings can be large or run the other way; the % refers to the signal ratio;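 further: cells stimulated with carbachol in lithium chloride buffer; plate controls were DMSO basal wells for no effect and reference inhibitor wells for full effect; higher means more IMPase inhibition seen as more IP1 and lower FRET ratio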
Target sequence (P97697 whole entry, looked up): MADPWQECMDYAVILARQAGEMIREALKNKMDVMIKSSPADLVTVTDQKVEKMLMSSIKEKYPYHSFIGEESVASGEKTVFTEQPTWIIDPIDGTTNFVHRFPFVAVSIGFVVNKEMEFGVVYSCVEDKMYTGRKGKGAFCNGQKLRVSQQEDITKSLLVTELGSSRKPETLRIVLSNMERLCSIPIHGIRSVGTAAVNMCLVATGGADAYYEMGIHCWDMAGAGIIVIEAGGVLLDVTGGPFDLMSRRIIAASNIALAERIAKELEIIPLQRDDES
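In this qHTS, compounds (final up to 46 uM) act on CHO-M1 cells that are then activated through the M1 receptor with carbachol, in pH 7.4 buffer containing 50 mM LiCl, for 30 min. IP1 accumulation is quantified by the IP-One immunoassay.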
12-hLO inh – blocks human 12-lipoxygenase activity; P18054; purified 12-hLO, xylenol orange hydroperoxide absorbance; Potency, µM (doses to about 57.1 µM), without a hit: at the top dose activity change, negative = inhibition, hits mostly inhibitors; hit rate 0.12% among 150,000; AID 1452; further: potency means the concentration at half of the fitted maximal effect; nearly all actives have a fitted effect of over 55% in size; many of its hits are not listed in these tables
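150 nM 12hLO, 25 mM Hepes pH 7.0 + 0.01% Triton X-100; cpd preinc 15 min RT; 40 uM arachidonic acid, 30 min RT; Fe-XO 30 min; A573/A405 ratio as read-out.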
PNC inhibitor – blocks assembly of the perinucleolar compartment; hit rate 3.1% among 140,000; activity change (PNC), negative = inhibition, % at 10 µM; PC3M PTB-GFP, PNC prevalence imaging, 16 h; active compounds read low;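 active means readout at or below -70, meaning at least 70% loss of cells showing the perinucleolar compartment, a nuclear body marking cancer cells; inconclusive means readout between -30 and a set limit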;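 further: plate controls were DMSO wells for no effect and camptothecin positive control wells for full effect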
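PC3M cells stably expressing PTB-GFP, 750–1000 cells/well, treated 16 h at 37 °C with compound (23 nl of library stock), in duplicate. After paraformaldehyde fixation and Hoechst stain, imaged at 20x; PNC prevalence scored by image analysis.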
The depositor's hits bear a star; u = inconclusive; x = no result given; [ ] = another dose, or the depositor's remark. Unless noted, the call rests on the fitted dose curve; in most records, active means well fitted curve in the direction sought with a large enough effect; inconclusive means small, poorly fitted or top-dose-only effect, or another doubt; inactive means no such curve, though single readings can be large; an effect the other way counts as inactive or inconclusive. Unless noted, on the % scale 0 is the no-effect control and ±100 the full control effect. A portion of the library (hit frequency here may not be typical).

SMILES	ALOX15B inhib	IMPase cell inh	12-hLO inh	PNC inhibitor
O=S(=O)(Nc1ccncc1)c1ccccc1	-11%	-3	3%	-2
CCCCOc1ccc(CNn2c(C)nc3ccccc3c2=O)cc1	12%	-7	-2%	66
CC(=O)Nc1ccccc1OCC(=O)NC(C)c1ccc(F)cc1 (stereo not given)	x	4	2%	u
CCS(=O)(=O)Nc1ccc(C2=NN(C(=S)Nc3ccccc3)C(c3ccco3)C2)cc1 (stereo not given)	x	5	-1%	33
CCOc1cccc(/C(O)=C2/C(=O)C(=O)N(CCN3CCOCC3)C2c2cccnc2)c1 (stereo not given)	-14%	-2	3%	u
c1ccc(-c2cnc(-c3ccccc3)nc2)cc1	-9%	4	1%	-3
CC1(C)N=C(/C=N/O)C=[N+]1[O-]	-5%	-2	-3%	23
O=C(NCc1ccccc1)c1ccccc1OCC(=O)N1CCCCC1	-5%	4	3%	13
Cc1noc(C)c1S(=O)(=O)N1CCC(C(=O)N2CCC(N3CCCCC3)CC2)CC1	-1%	3	3%	1
CCOC(=O)c1c(C)[nH]c(C(=O)COC(=O)CNC(=O)c2ccc(Cl)cc2)c1C	x	-6	2%	-13
COc1ccc(C(=S)N2CCOCC2)cc1OC(=O)c1cc([N+](=O)[O-])c(C)c([N+](=O)[O-])c1	-20%	5	0%	14
COc1cccc(NC(=O)CSc2nc3c(c(=O)n2C)SC(C)C3)c1 (stereo not given)	x	2	-2%	60
COCCCn1c(SCC(=O)Nc2cccc(C(=O)OC)c2)nnc1-c1ccncc1	-7%	4	1%	u
C=CCNC(=O)c1csc(-c2ccccc2)n1	-2%	-2	1%	-3
CN(C)S(=O)(=O)Oc1ccsc1C(=O)Nc1ccccc1Cl	7%	4	1%	26
Cc1cc(C(=O)OCC(=O)N2CCc3ccccc32)c(C)o1	-1%	-13	0%	-30
COc1ccc(-n2c(=O)cc(N3CCc4ccccc43)[nH]c2=O)cc1	x	8	-1%	44
CCCC(=O)Nc1nc(C)c(-c2csc(Nc3cc(OC)ccc3OC)n2)s1	-6%	5	-12%	-19
O=C(Nc1scc(-c2cccs2)c1C(=O)O)c1cccs1	-19%	-12	-6%	25
CCOC(=O)Nc1ccc(NS(=O)(=O)c2ccc(C)cc2)cc1	-5%	-1	-6%	24
CCOC(=O)C(O)(NC(=O)c1cccnc1)C(F)(F)F (stereo not given)	8%	5	7%	27
CCC(C)(C)NC(=O)c1ccc2c(c1)N(CC(=O)OC)C(=O)C(C)(C)O2	1%	-3	-5%	u
CC1(C)Oc2ccc3ccc(=O)oc3c2C(N2CCCCC2)C1O (stereo not given)	1%	-1	-5%	u
COC1=C(Nc2ccc(OC)cc2)C(=O)c2ccccc2C1=O	x	x	-7%	36
Cc1cccc(C(=O)NCc2nnc(SCC(=O)NC(C)c3ccccc3)n2C)c1 (stereo not given)	x	x	-5%	24
COc1ccccc1OCC(=O)Nc1nnc(-c2ccco2)s1	-13%	-28	-15%	37
O=C(NC1(C(F)(F)F)Oc2ccccc2O1)N1CCCC1	-28%	-3	0%	-8
O=[N+]([O-])c1ccc(N2CCCC2)cc1NC(c1ccccc1)c1ccccc1	-21%	u	-2%	-22
Cc1ccc(Nc2c(-c3ccc(N4CCOCC4)cc3)nc3ncccn23)c(C)c1	x	-7	-2%	0
CN1CCCCCC1=Nc1ccccc1C#N	-8%	13	-8%	-15
Cc1nnc(SCC(=O)Nc2sc3c(c2C(=O)c2ccccc2)CCCC3)s1	x	x	-4%	u
CC(C)(C)c1cc(C(=O)N/N=C/c2ccc(F)cc2)n(-c2ccccc2)n1	1%	8	1%	7
COc1ccc(/C=C/C(=O)C2C(=O)C=C(C)OC2=O)cc1O (stereo not given)	x	4	-25%	-20
COc1ccc(NC(=O)COC(=O)c2c3c(nc4ccccc24)CCCC3)cc1Cl	16%	7	-8%	18
O=C1c2cccc3cccc(c23)C(=O)N1CCN1CCN(C(=S)Nc2ccc(F)cc2)CC1	x	x	-2%	-2
Cc1ccc(-c2c(C(=O)N(C)Cc3ccccc3)oc(=O)c3ccccc23)cc1	x	x	-2%	28
COC(=O)CSc1ccc(S(=O)(=O)N2CCC(C)CC2)cc1[N+](=O)[O-]	x	x	-1%	-109*
COC(=O)c1[nH]c2ccc(F)cc2c1NC(=O)CCN1CCN(C(=O)c2ccco2)CC1	-3%	1	-2%	-18
CCCCCCN(C(=O)CCCCCN1C(=O)NC(c2ccc([N+](=O)[O-])cc2)C(C(=O)OCc2ccccc2)=C1C)C(C(=O)NCCCC)c1ccc(OCC(=O)OC)c(C(=O)OC)c1 (stereo not given)	-4%	x	-3%	x
CCC(=O)N(C)CCc1cc2c(c(OC)c1/C=N/NC(=O)c1ccc(Br)cc1)OCO2	x	x	0%	29

The closing 4 compounds of the section above are carried over, then new ones follow:
SMILES	ALOX15B inhib	IMPase cell inh	12-hLO inh	PNC inhibitor
COC(=O)CSc1ccc(S(=O)(=O)N2CCC(C)CC2)cc1[N+](=O)[O-]	x	x	-1%	-109*
COC(=O)c1[nH]c2ccc(F)cc2c1NC(=O)CCN1CCN(C(=O)c2ccco2)CC1	-3%	1	-2%	-18
CCCCCCN(C(=O)CCCCCN1C(=O)NC(c2ccc([N+](=O)[O-])cc2)C(C(=O)OCc2ccccc2)=C1C)C(C(=O)NCCCC)c1ccc(OCC(=O)OC)c(C(=O)OC)c1 (stereo not given)	-4%	x	-3%	x
CCC(=O)N(C)CCc1cc2c(c(OC)c1/C=N/NC(=O)c1ccc(Br)cc1)OCO2	x	x	0%	29
CCCN1CNC(=S)N(c2ccccc2OC)C1	x	6	-8%	-26
O=C(COC(=O)CCc1ccc(S(=O)(=O)N2CCOCC2)cc1)NC1CCCCCC1	x	x	-1%	7
CN(C)CCOCCOc1ccccc1-c1ccccc1	12%	4	-6%	-30
O=C(NNC(=S)NC1CCCCC1)c1cccc(S(=O)(=O)Nc2ccccc2Cl)c1	x	x	-8%	u
CC(C)CC(c1nnnn1CC1CCCO1)N1CCN(Cc2ccc3c(c2)OCO3)CC1 (stereo not given)	12%[2.29 µM]	5	-7%	u
C=CCn1c(N)cc(=O)nc1SCC(=O)N1CCN(c2ccc(F)cc2)CC1	2%	4	-1%	6
O=C(NNC(=O)C1CC1c1ccccc1)Nc1ccccc1 (stereo not given)	x	x	-5%	0
COCCNC(=O)/C(C#N)=C1\N=C(N)c2ccccc21	x	x	1%	7
CN=C1SC(CC(=O)Nc2sc3c(c2C#N)CCCC3)C(=O)N1C (stereo not given)	x	8	10%	-18
CCN1C(=O)C(Cc2nc3ccccc3c(=O)n2C)c2ccccc21 (stereo not given)	-10%	-5	-2%	5
Cc1ccc2cc(-c3noc(C4CCCO4)n3)c(=O)[nH]c2c1 (stereo not given)	3%	-3	0%	23
Cc1ccc(Cl)cc1N1CCN(S(=O)(=O)c2cccc(S(=O)(=O)N3CCCC3)c2)CC1	-12%	-4	-9%	-27
Cc1ccc(NC(=O)c2ccc(OC(=O)C(C)Oc3ccc(Cl)cc3C)cc2)cc1 (stereo not given)	x	x	0%	97
O=c1n(Cc2ccccc2F)c2ccccc2n1Cc1ccccc1F	x	2	-10%	45
Clc1ccc(-c2nn3c(-c4cccc(Cl)c4)nnc3s2)cc1	0%	-3	-2%	15
CCSC1=C(C#N)C(=O)n2c1cc1c2CCCC1	u	14	-18%	4
Cc1ccc(-n2nnnc2SCC(=O)NC2CCCc3ccccc32)c(C)c1 (stereo not given)	x	x	-12%	12
Fc1ccc(-n2c(Cc3ccccc3)nnc2SCc2nc(-c3cccs3)no2)cc1	-4%	2	-1%	u
C=CCn1c(C(CCCC)CC(C)O)n[nH]c1=S (stereo not given)	x	x	1%	9
CCN(CC)CCNC(=O)COc1ccc(Cl)cc1Cl	20%	2	7%	-17
Cn1c(=O)c2cc(S(=O)(=O)NCCC(=O)NCc3ccccc3Cl)ccc2n(C)c1=O	-1%	6	-6%	11
Cc1ccc(NC(=O)/C(C#N)=C/c2ccccc2C(F)(F)F)cc1	x	x	-4%	u
Cc1ccccc1-c1nc(CN2CCC(C(=O)NCCCN3CCCC3)CC2)c(C)o1	71%[activator]	3	27%	-7
CCOc1ccc(CCNS(=O)(=O)c2c(C)n[nH]c2C)cc1OCC	7%	0	-8%	5
CCOc1ccccc1NC(=O)CSc1nc(N)c(C#N)cc1C#N	0%	u	-6%	15
O=S(=O)(c1ccccc1)N1CCC(O)(CSc2ccc(Cl)cc2)CC1	x	11	-4%	13
OC(CNCc1ccccc1)(c1ccc(F)cc1)c1ccc(F)cc1	11%[11.4 µM]	1[1.84 µM]	0%	-1
N#CC(c1nc2ccccc2nc1N1CCCCC1)S(=O)(=O)c1ccc(Cl)cc1 (stereo not given)	-21%	7	3%	-16
CC(=O)Nc1ccc(OC(=O)C(CCS(C)(=O)=O)N2C(=O)c3ccccc3C2=O)cc1 (stereo not given)	3%	3	-6%	11
CC1(C)C(c2cccs2)=[N+]([O-])C2(CCCCC/C2=N\O)N1O (stereo not given)	-16%	-5	-2%	34
Cc1cc(O)c(C(C)C)cc1NC(=O)c1ccccc1Cl	x	x	-5%	20
O=C(COC(=O)c1ccc2ccccc2c1)NCCCc1ccccc1	x	-12	1%	59
CCOC(=O)CSc1nc2cc(OC)ccc2cc1C#N	2%	-3	1%	-6
O=C(N/N=C/c1ccc(O)cc1)c1cc(-c2ccc3c(c2)OCO3)n[nH]1	x	7	-6%	u
CC(C)N(c1nnc(N)s1)C(C)C	x	u	-2%	-16
Cc1cc(C)c(N=C2CCCN2Cc2ccccc2)c(C#N)c1	x	-7	1%	37
CC1CN(C(=O)c2ccc(CNS(=O)(=O)c3cccc(C(F)(F)F)c3)cc2)CC(C)O1 (stereo not given)	x	2	4%	31
O=C(OCCN1CCOCC1)c1ccc(OCCN2CCOCC2)cc1	0%	-4	4%	-85*
COC(=O)[C@@]1(Cc2ccc(OC)cc2)[C@H]2c3cc(C(=O)N4CCCC4)n(Cc4ccc(C)c(F)c4F)c3C[C@H]2CN1C(=O)c1ccccc1	-3%	x	-8%	x
O=C1C2CC=CCC2C(=O)N1c1ccc(NCCc2ccccc2)c([N+](=O)[O-])c1 (stereo not given)	x	x	-3%	-7

2 entries from above, set out differently:
Value order: ALOX15B inhib, IMPase cell inh, 12-hLO inh, PNC inhibitor
- CCOc1ccc(CCNS(=O)(=O)c2c(C)n[nH]c2C)cc1OCC
→ 7%, 0, -8%, 5
- CCOc1ccccc1NC(=O)CSc1nc(N)c(C#N)cc1C#N
→ 0%, u, -6%, 15

Next section.
SMILES	ALOX15B inhib	IMPase cell inh	12-hLO inh	PNC inhibitor
CCCCCOc1ccc(OC(=O)c2ccncc2)cc1	3%	5	-22%	-6
COC(=O)CCC(=O)NNC(=O)c1cccc(Cl)c1	-7%	11	5%	-7
Cc1ccc(NC(=O)CN(C)C(=O)COc2ccc(C(=O)c3ccc(F)cc3)cc2)cc1	x	x	-8%	-6
CCOc1ccc(C(=O)NCCCN2CCCC2=O)cc1	6%	14	8%	27
CCS(=O)(=O)N1CCC(C(=O)NCCN2CCOCC2)CC1	x	x	1%	102
COc1ccccc1NC(=O)C1CC(=O)N(c2ccc(F)cc2)C1 (stereo not given)	5%[2.29 µM]	-2	-2%	u
O=S(=O)(NCCc1ccncc1)c1ccc(S(=O)(=O)N2CCCCCC2)cc1	-3%	-3	-4%	19
COc1ccc(N2CCN(C(=O)CSc3nnc(C)c(=O)[nH]3)CC2)cc1	8%	1	-17%	u

Arranged by the number under ALOX15B inhib (falling): some entries from above.
structure	ALOX15B inhib
CCN(CC)CCNC(=O)COc1ccc(Cl)cc1Cl	20%
Cn1c(=O)c2cc(S(=O)(=O)NCCC(=O)NCc3ccccc3Cl)ccc2n(C)c1=O	-1%
COC(=O)[C@@]1(Cc2ccc(OC)cc2)[C@H]2c3cc(C(=O)N4CCCC4)n(Cc4ccc(C)c(F)c4F)c3C[C@H]2CN1C(=O)c1ccccc1	-3%
COC(=O)CCC(=O)NNC(=O)c1cccc(Cl)c1	-7%
O=[N+]([O-])c1ccc(N2CCCC2)cc1NC(c1ccccc1)c1ccccc1	-21%
